From PubChem BioAssay
DENV2 CPE – inhibitors of DENV2 cytopathic effect; DENV2-infected cells, cytopathic effect rescue, plate reader; CPE inhibition, % at 9.99 µM; actives 1.7% (n = 350,000); AID 651640; in the data active = CPE inhibition above about 20%, passing the limit was not always enough; inconclusive = no clear call, values can overlap the other calls; tested in BHK-21 cells;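 also: 0% = median of neutral control wells and 100% = median of positive control wells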
SIRT5 block – sirtuin-5 (human) deacylase inhibition | Q9NXA8 | Purified SirT5, succinyl-peptide AMC, trypsin-coupled fluorescence | inhibition, % at 15 µM | actives 1.1% (n = 330,000); in the data active = inhibition above about 15%; inconclusive = no clear call, values can overlap the other calls
Target sequence (Q9NXA8 whole entry, looked up): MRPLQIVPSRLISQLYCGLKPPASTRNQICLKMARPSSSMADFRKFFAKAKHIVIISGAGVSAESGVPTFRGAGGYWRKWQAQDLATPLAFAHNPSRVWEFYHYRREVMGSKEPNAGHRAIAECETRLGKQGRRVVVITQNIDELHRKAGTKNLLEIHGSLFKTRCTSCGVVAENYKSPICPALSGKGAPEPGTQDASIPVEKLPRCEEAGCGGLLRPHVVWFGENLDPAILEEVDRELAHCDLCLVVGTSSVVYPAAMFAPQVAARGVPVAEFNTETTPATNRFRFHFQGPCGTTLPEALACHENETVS
PglD DTNB – blocks C. jejuni PglD acetyltransferase activity. purified PglD enzyme, DTNB colorimetric CoA detection. inhibition, % at 12.5 µM. actives 0.098% (n = 360,000). AID 602405; in the data active = inhibition above about 16%, passing the limit was not always enough; inconclusive = no clear call, values can overlap the other calls; also: strong numbers were not always called active
ERp5 inh – blocks human ERp5 reductase activity on insulin. actives 0.05% (n = 350,000). ERp5 insulin aggregation, absorbance 650 nm, 90 min. AID 651711. inhibition, % at 9.99 µM. Q15084;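 active = mean replicate inhibition above about 25%, with every replicate also reaching it, limit read from the data, passing the limit was not always enough; inconclusive = only one of those two criteria met; inactive = neither criterion met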
C2C12 statin – suppressors of simvastatin-induced myotoxicity in C2C12 myotubes | ATP luminescence, 48 h; scaled: DMSO 0, geranylgeraniol control 100 | rescue of ATP level, % at 7.49 µM | actives 0.78% (n = 330,000);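 active = mean ATP rescue above about 67%, or every replicate alone reaching that limit, limit read from the data, passing the limit was not always enough; inconclusive = no clear call, values can overlap the other calls; inactive = mean under the limit and some replicate under it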;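 also: myotubes were challenged with 10 µM simvastatin during compound exposure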
S100A4 MyoIIA – blocks human S100A4 binding to myosin IIA peptide | S100A4/TAMRA-MyoIIA peptide fluorescence polarization | inhibition, % at 10.7 µM | actives 0.14% (n = 360,000);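 active = mean inhibition of at least 70% across replicates, with every replicate also reaching that level; inconclusive = mean inhibition reaches 70% but some replicates fall short; inactive = mean inhibition below 70%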
Target sequence (P26447 whole entry, looked up): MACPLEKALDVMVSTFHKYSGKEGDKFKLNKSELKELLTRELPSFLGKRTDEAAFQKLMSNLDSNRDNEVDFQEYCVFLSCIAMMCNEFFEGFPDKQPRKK
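Test system: S100A4 monomer protein; Medium: HEPES pH 7.2 with CaCl2, KCl, NaCl, DTT, Triton; Probe or stimulus: TAMRA-labelled myosin IIA heavy-chain peptide probe, 5 nM; Doses: one dose per compound; Times: polarization read 5 min after assay mix addition, stable 5–60 min; Benchmarks: neutral control DMSO, positive control TFP.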
E-selectin induc – E-selectin induction on HUVECs. P16581. HUVEC E-selectin immunofluorescence imaging; normalized: neutral wells 0, TNF-alpha wells 100. activation, % at 7.58 µM. actives 0.37% (n = 260,000). AID 686992;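 active = mean E-selectin-positive cell signal at least 10% of the positive control, reached in at least 60% of replicates, without over 20% cell loss; inconclusive = no rule given, readout overlaps actives, possibly toxicity-flagged; inactive = the rest, including those meeting only one limit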;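 also: in these data hits start at about 27%; measured in HUVEC primary endothelial cells; signal is the percent of cells scored E-selectin positive by PE staining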
Target sequence (P16581 whole entry, looked up): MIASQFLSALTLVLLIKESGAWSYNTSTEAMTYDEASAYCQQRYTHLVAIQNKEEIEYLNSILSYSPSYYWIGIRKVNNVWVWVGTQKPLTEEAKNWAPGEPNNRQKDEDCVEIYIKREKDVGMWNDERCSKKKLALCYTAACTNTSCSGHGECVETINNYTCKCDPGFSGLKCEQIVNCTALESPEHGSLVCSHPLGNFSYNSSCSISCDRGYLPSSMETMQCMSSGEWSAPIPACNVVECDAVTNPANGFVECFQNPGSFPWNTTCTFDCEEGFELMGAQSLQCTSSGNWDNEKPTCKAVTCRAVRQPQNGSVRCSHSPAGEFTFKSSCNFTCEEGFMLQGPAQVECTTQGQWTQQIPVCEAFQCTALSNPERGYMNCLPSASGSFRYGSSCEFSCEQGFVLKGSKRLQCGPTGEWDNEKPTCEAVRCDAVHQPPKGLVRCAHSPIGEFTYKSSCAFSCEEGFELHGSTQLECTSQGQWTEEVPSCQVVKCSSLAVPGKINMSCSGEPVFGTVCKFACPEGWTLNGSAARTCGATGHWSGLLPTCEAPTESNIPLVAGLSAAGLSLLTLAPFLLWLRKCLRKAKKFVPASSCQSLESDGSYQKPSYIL
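Test system: HUVEC | Signal: Immunofluorescence imaging | Read-out: Percent E-selectin-positive cells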
* = called active by the depositor; ? = inconclusive; nt = not tested or not shown. Some of the compounds tested; count on the stated rates, not on these rows.

SMILES	DENV2 CPE	SIRT5 block	PglD DTNB	ERp5 inh	C2C12 statin	S100A4 MyoIIA	E-selectin induc
COCCNC(=O)C(=O)NCC(c1ccc2c(c1)OCO2)N1CCN(c2ccc(F)cc2)CC1 (configuration not stated)	-2	3	-3	3	49	-5	nt
CCCCN(C)C(=O)c1ccc(Nc2nc(C(N)Cc3ccc(C(F)(F)F)cc3)cs2)nc1 (configuration not stated)	5	nt	-3	1	-47	-2	0.5
COc1ccc(S(=O)(=O)N(C)C[C@H]2OCc3cn(nn3)CCCC(=O)N([C@@H](C)CO)C[C@H]2C)cc1	-6	5	-1	4	-4	1	0.1
C[C@@H]1CN([C@@H](C)CO)C(=O)c2cccc(NC(=O)c3cnccn3)c2O[C@@H]1CN(C)C(=O)Nc1ccc2c(c1)OCO2	-4	-1	-2	0	-35	2	0.1
C[C@@H]1CN([C@@H](C)CO)C(=O)c2cc(C#CC3(O)CCCC3)cnc2O[C@@H]1CN(C)Cc1ccccc1	10	-2	3	-2	0	20	0.2
CCC1CCCCN1C(=O)NC(=O)c1ccccc1 (configuration not stated)	-6	1	1	2	3	4	4.8
O=C(C[C@@H]1CC[C@H]2[C@@H](COC[C@H](O)CN2Cc2ccc(C(F)(F)F)cc2)O1)N1CCc2ccccc2C1	0	nt	-11	nt	48	nt	-0.1
CCOC(=O)Cn1ccc(NC(=O)c2ccc3c(c2)OCO3)n1	3	-2	1	12	2	4	nt
O=C(Nc1ccc(N2CCCC2)c(Cl)c1)c1ccccc1[N+](=O)[O-]	16	0	nt	2	nt	-4	nt
O=C(NCC[C@@H]1CC[C@H](NS(=O)(=O)c2cccc(F)c2)[C@H](CO)O1)c1cnccn1	12	4	2	-2	19	-4	-0.1
CO[C@@H]1CC[C@@H]2CCOc3c(C#N)cccc3C(=O)N(C)[C@@H](C)C(=O)N(C)C[C@@H]1O2	-2	-15	5	8	-5	4	0.1
C[C@H](CO)N1C[C@H](C)[C@@H](CN(C)Cc2ccncc2)Oc2ccc(NC(=O)NC3CCCCC3)cc2CC1=O	19	2	-2	2	-1	0	2.9
CCC1CN(C(=O)N2CCC(C(=O)NCc3cccc(OC)c3OC)CC2)c2cc(C)ccc2O1 (configuration not stated)	9	2	-4	-2	?	0	0.5
CCOc1ccc(Cl)cc1S(=O)(=O)NC1CCCC1	-7	9	1	-12	-2	-1	-0.2
CCN(CC(=O)NCc1ccc(F)cc1)C(=O)c1cccc(S(=O)(=O)N(C)c2ccc(OC)cc2)c1	-2	-1	3	1	-3	0	nt
O=S(=O)(c1ccccc1)c1ccc(N2CCCCCC2)cc1	0	-2	-2	0	-4	-4	-0.2
CC(=O)c1ccc(CCCCCCCCCC(=O)O)s1	nt	nt	5	nt	-4	-11	nt
CCN(CC(=O)Nc1ccccc1C(F)(F)F)C(=O)CN1C(=O)NC(C)(c2ccc3ccccc3c2)C1=O (configuration not stated)	-2	2	0	-4	-16	3	-0.2
CCC(=O)N[C@@H]1C=C[C@H](CC(=O)NCc2ccc(OC)cc2)O[C@H]1CO	2	4	-2	0	-6	10	-0.4
CC(C)NC(=O)N(C)C[C@H]1OCCCC[C@@H](C)Oc2ccc(NC(=O)CCCN(C)C)cc2C(=O)N([C@@H](C)CO)C[C@H]1C	-1	-4	1	0	nt	5	0.3
Cc1ccsc1C(=O)OCC(=O)NCCc1ccccc1	-8	-4	-4	4	-1	0	nt
Cc1nn2c(=O)cc(CSc3ccccc3NC(=O)c3ccccc3)nc2s1	15	-5	4	10	0	-4	nt
Cc1ccc(C(=O)Nc2nc(C)c(C(=O)N(C)C)s2)o1	1	1	-3	-2	-2	-5	-0.5
c1nc(N2CCC3(CC2)OCCO3)c2[nH]cnc2n1	3	3	-5	5	nt	-6	-0.2
O=C1C=C(N2CCCCC2)C2(CCCCC2)O1	-1	-1	nt	-2	nt	-5	1.5
CC1(C)CC(=O)C(Sc2nnc(-c3ccc(O)cc3)n2CC2CCCO2)C(=O)C1 (configuration not stated)	nt	-2	0	2	2	8	nt
Cc1ccc(/C=N/N2CCN(Cc3ccccc3)CC2)cc1	1	2	-3	-1	7	4	nt
COc1cc(OC)c(N(C)S(=O)(=O)c2cccc(C(=O)OCC(=O)N3CCOCC3)c2)cc1Cl	-6	-4	1	-2	4	-13	-0.7
Cc1ccc(S(=O)(=O)N[C@@H]2C=C[C@H](CC(=O)NCc3ccccc3F)O[C@@H]2CO)cc1	-8	-4	1	-1	1	0	-0.5
O=S(=O)(N[C@@H]1CC[C@H](CCn2cc(-c3cccnc3)nn2)O[C@@H]1CO)c1ccccc1	-4	-2	-2	6	6	-8	0.7
COc1ccc(C(=O)NCc2cccs2)cc1S(=O)(=O)N1CCOCC1	nt	-2	4	3	-16	-4	-3.5
CCCCc1oc2ccccc2c1C(=O)c1cc(I)c(OCCN(CC)CC)c(I)c1	-3	-7	-4	5	2	-2	0.0
O=C(O)CCSc1ncnc2sc(-c3ccccc3)cc12	11	-1	0	2	-7	6	nt
O=C(c1cccnc1)N1CC(=O)N2[C@H](C1)[C@H](c1ccc(-c3ccc(F)cc3)cc1)[C@@H]2CO	-5	0	nt	4	nt	8	0.3
Cn1ncc2c(N3CCC(Cc4ccccc4)CC3)ncnc21	nt	0	nt	-4	6	3	-0.1
CC(=O)NC1=NN(C(C)=O)C(C)(c2cccnc2)S1 (configuration not stated)	18	0	6	-2	24	1	1.2
CCCC#Cc1ccc([C@H]2[C@H](CO)N3C(=O)CN(C(=O)c4ccncc4)C[C@@H]23)cc1	7	2	nt	11	nt	2	0.4
O=C1CC2(CCN(C(=O)c3ccc(Br)cc3)CC2)Oc2ccccc21	3	-1	-1	2	6	-5	-0.3
Cc1noc(C)c1S(=O)(=O)Nc1ccc2c(c1)C(=O)N([C@@H](C)CO)C[C@H](C)[C@H](CN(C)CC1CC1)OCCCC[C@@H](C)O2	7	nt	-1	nt	nt	nt	0.1
NC1=NC[C@H](Cc2ccc(O)cc2)N1CCc1cccc2ccccc12	7	nt	-5	0	-66	1	nt

The last 3 compounds of the section above lead into the next:
SMILES	DENV2 CPE	SIRT5 block	PglD DTNB	ERp5 inh	C2C12 statin	S100A4 MyoIIA	E-selectin induc
O=C1CC2(CCN(C(=O)c3ccc(Br)cc3)CC2)Oc2ccccc21	3	-1	-1	2	6	-5	-0.3
Cc1noc(C)c1S(=O)(=O)Nc1ccc2c(c1)C(=O)N([C@@H](C)CO)C[C@H](C)[C@H](CN(C)CC1CC1)OCCCC[C@@H](C)O2	7	nt	-1	nt	nt	nt	0.1
NC1=NC[C@H](Cc2ccc(O)cc2)N1CCc1cccc2ccccc12	7	nt	-5	0	-66	1	nt
N#C/C(=C\c1ccc[nH]1)C(=O)NCC1CCCO1 (configuration not stated)	-1	4	nt	1	9	4	0.4
CC(=O)N1[C@@H](CO)[C@@H](c2ccccc2)[C@@H]1CN(C(=O)c1cccc(F)c1)C(C)C	-4	3	-3	-2	5	-4	0.2
COc1ccc(Br)cc1C(=O)Nc1cccc2ncccc12	-3	-2	nt	-3	nt	3	-2.4
Cc1cc(C(=O)NCC(=O)O)c(C)o1	nt	0	-2	6	-10	5	nt
CCNC(=O)N1C[C@H]2CON(C)[C@H]2C[C@H]1c1ccccc1Br	-9	-1	-3	-4	4	1	nt
CCn1c(CNC(=O)c2ccccc2Br)nnc1SCC(=O)NC1=NCCS1	-2	-1	3	0	4	5	-0.2
CCNS(=O)(=O)c1ccc(CCC(=O)N2CCN(c3cc(Cl)ccc3C)CC2)cc1	10	-2	4	1	-23	1	-0.2
NC(=S)NN=C1C=CCCC1	7	2	nt	-7	nt	6	0.0
C[C@@H]1CN([C@H](C)CO)C(=O)c2cc(NC(=O)CCC(F)(F)F)ccc2O[C@@H](C)CCCCO[C@H]1CN(C)Cc1ccc(C(F)(F)F)cc1	-8	3	-1	-1	-53	-2	0.1
Cc1ccc(C(=O)NCC(=O)OCC(=O)c2ccc(Br)s2)cc1	-3	4	-2	-1	-4	-7	nt
Cc1c(C)c2c(OCC(=O)N[C@@H](CC(C)C)C(=O)O)cc3c(c2oc1=O)CCC(C)(C)O3	-8	-64	11	-3	2	-1	nt
COCCNC(=O)C1CCCN(S(=O)(=O)c2c(C)noc2/C=C/c2cccs2)C1 (configuration not stated)	-3	-20	nt	1	nt	-3	-0.1
CCOC(=O)c1csc(NC(=O)c2ccc(OCC)cc2)n1	-2	-3	nt	2	nt	-11	nt
CC1(C)NC(=O)N(CC(=O)OCC(=O)c2ccc(Br)s2)C1=O	5	nt	nt	0	nt	-3	3.8
C[C@@H]1CN([C@@H](C)CO)C(=O)c2cccc(NC(=O)C3CCCCC3)c2O[C@@H]1CN(C)S(C)(=O)=O	14	-2	-3	2	9	22	-8.0
Nn1cc(-c2ccccc2)nc1SCC(=O)Nc1cccc(S(N)(=O)=O)c1	-5	-1	-1	-2	6	4	8.1
O=C(NCCOc1ccccc1)C1C(=O)Nc2ccccc2C(=O)N1C1CCCCC1 (configuration not stated)	-8	3	nt	-5	nt	0	0.0
COc1ccc(CNC(=O)CCN2C(=O)c3ccccc3C2=O)cc1OC	4	-3	3	-3	-12	-2	nt
CN(C(=O)COC(=O)CSCc1cccc(Cl)c1)c1c(N)n(Cc2ccccc2)c(=O)[nH]c1=O	-9	-1	-6	-10	-3	-2	1.0
COc1cccc(NC(=O)Nc2cc(C)on2)c1	-1	1	-4	1	4	4	0.0
Cc1cccnc1NC(=O)c1sc2ccccc2c1Cl	0	-2	-2	-6	-4	-30	-0.3
Cc1ccc(S(=O)(=O)N(C)C[C@@H]2Oc3ccc(NC(=O)CCN4CCOCC4)cc3CC(=O)N([C@H](C)CO)C[C@@H]2C)cc1	6	-2	2	2	-2	38	0.0
COc1cccc(C(=O)OCn2nnc3ccccc3c2=O)c1	15	2	5	-3	11	0	nt
Cc1c(Cl)cccc1NC(=O)[C@@H](NC(=O)c1ccccc1Cl)C(C)C	-9	-3	nt	-7	nt	-2	0.5
O=C(O)[C@H](Cc1c[nH]c2ccccc12)Nc1ncccc1[N+](=O)[O-]	-1	-1	-1	2	11	-3	0.4
Cc1onc(-c2ccccc2)c1C(=O)Nc1sc2c(c1C#N)CCC(C)C2 (configuration not stated)	8	0	-4	2	-12	0	nt
CCN1C(=O)/C(=C\c2ccc(-c3cccc(C(=O)OC)c3)o2)SC1=Nc1ccc(C(=O)O)cc1	-2	-1	nt	2	nt	-5	-1.0
O=C(NC1CCCC1)[C@H]1N[C@H]2c3ccc(-c4cccc(F)c4)c(=O)n3C[C@H]2[C@@H]1CO	-3	-23	nt	-2	nt	-9	-0.1
COc1ccc(NC(=O)N(C)C[C@H]2Oc3cc(C#CCN(C)C)ccc3S(=O)(=O)N([C@@H](C)CO)C[C@H]2C)cc1	1	-4	0	-6	15	-25	0.3
Cn1nnnc1SCC(=O)Nc1ccc(C(=O)N2CCN(Cc3ccccc3F)CC2)cc1	-7	-4	1	-11	12	-13	nt
COc1ccc(CNC(=O)[C@H](C)NC(=O)C2CC(=O)N(c3ccc4c(c3)OCO4)C2)cc1 (some centres not stated)	10	-1	-2	6	0	-7	nt
Cc1ccc(C(=O)CSc2ncnc3ccccc23)o1	-8	-1	-10	-3	5	-11	1.9
O=C(OCc1cccc(C(F)(F)F)c1)c1ccc[nH]c1=O	0	-7	-6	2	26	9	0.1
CN(C(=O)CSCC(=O)Nc1ccc(Cl)cc1)C1CCCCC1	62*	0	-1	1	24	-1	-0.1
Cc1noc(C)c1NC(=O)Nc1ccc2c(c1)C(=O)N([C@@H](C)CO)C[C@@H](C)[C@@H](CN(C)Cc1ccc(C(=O)O)cc1)OCCCC[C@@H](C)O2	4	nt	0	nt	-9	nt	0.0
